Screens: PubChem BioAssay, several laboratories
TWEAK Fn14 block – TWEAK-Fn14 signaling inhibition | AID 1159606 | inhibition, % at 10 µM | TWEAK-stimulated Fn14 reporter cells, luciferase luminescence, 8 h | actives 2% (n = 360,000); in the data active = inhibition above about 50%
TROY signal inh – blocks TROY-dependent signaling in reporter cells; inhibition, % at 10 µM; actives 0.98% (n = 360,000); Q293 LMP1-TROYcd NF-kB luciferase reporter, 4 h; AID 1347056;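 active = compounds whose plate-normalised and pattern-corrected inhibition of the luciferase reporter signal at the single screening dose is 50% or more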
LMP1 NFkB inh – Epstein-Barr LMP1 NF-kappaB reporter inhibition. LMP1-induced NF-kappaB luciferase reporter cells, luminescence. inhibition, % at 12.5 µM. actives 0.69% (n = 350,000); in the data active = inhibition above about 41%;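 note: 0% = neutral control wells and 100% = reference inhibitor control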
KKLEB cytotox – reduces viability of KKLEB cystic fibrosis airway cells. activity change (cytotoxicity), % at 5 µM. KKLEB CF airway cells viability, ATPlite luminescence, overnight; active compounds read low; cells stimulated with P. aeruginosa culture filtrate. actives 0.36% (n = 360,000);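 active = corrected activity change at or below -50% at 5 µM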
SRC3 inh – inhibits human SRC3 coactivator; HEK293 GAL4-SRC3 luciferase reporter, luminescence; inhibition, % at 3.6 µM; actives 0.17% (n = 360,000); AID 588352;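 active = inhibition above a per-campaign cutoff, the mean of all compounds plus 3 SD, cut at about 60% in these data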;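 note: 0% = DMSO-treated cells and 100% = gossypol-treated cells at 36 µM; higher means less SRC3-driven luciferase light from the GAL4 reporter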
NCOA1 inh – inhibitors of human steroid receptor coactivator 1 (SRC1); Q15788; HEK293 GAL4-SRC1 luciferase reporter, luminescence; inhibition, % at 3.6 µM; actives 0.12% (n = 360,000);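 active = inhibition above the campaign mean plus 3 SD, with each screening campaign given its own cutoff, cut at about 60% in these data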;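 note: 0% = DMSO treated cells and 100% = gossypol at 36 µM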
CF NFkB inh – blocks PAF-induced NF-kB reporter in cystic fibrosis cells | KKLEB NF-kB-GFP reporter, GFP fluorescence overnight | inhibition, % at 5 µM | actives 0.86% (n = 360,000) | AID 588850;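 active = at least 50% inhibition at 5 µM, scaled per plate between neutral and stimulator controls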;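 note: PAF is a Pseudomonas aeruginosa culture filtrate used as stimulus; plate controls were PAF-stimulated DMSO wells for no effect and unstimulated DMSO wells for full effect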
SRC2 inh – human SRC2 (NCOA2) inhibition; Q15596; HEK293 GAL4-SRC2 luciferase reporter, luminescence; inhibition, % at 9 µM; actives 0.17% (n = 370,000); AID 651957;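 active = inhibition above the mean inhibition of all tested compounds plus 3 SD, set per campaign, cut at about 52% in these data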;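 note: 0% = DMSO treated cells and 100% = cells given Gossypol at 36 µM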
TRAIL sens C8 – sensitizes caspase-8 expressing cells to TRAIL | inhibition (viability loss, TRAIL sensitization), % at 10 µM | actives 1% (n = 360,000) | NB7+C8 cells + TRAIL, ATPlite viability luminescence;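 active = compounds causing at least 50% loss of cell viability in the single-dose screen, relative to plate controls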
NR5A2 inv ag – suppresses constitutive activity of human LRH-1; HEK293T StAR-luciferase reporter, LRH-1 transfected, 24 h; inhibition, % at 3.6 µM; actives 0.13% (n = 360,000);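 active = inhibition above the mean inhibition of all tested compounds plus 3 SD, cut at about 73% in these data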;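 note: 0% = DMSO wells and 100% = reporter-only cells lacking LRH-1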
NR2F2 inh – blocks human COUP-TFII nuclear receptor; actives 0.7% (n = 370,000); inhibition, % at 8.6 µM; HEK293T NGFI-A luciferase reporter, luminescence; P24468;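 active = inhibition above a per-plate cutoff, mean inhibition of test wells between control levels plus 3 SD, cut at about 38% in these data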;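 note: cells cotransfected with COUP-TFII expression vector driving the NGFI-A reporter; 0% = median of COUP-TF2 test wells and 100% = reporter-only cells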
An asterisk follows results filed as active; nt = no result given.

Each structure is followed by: NR5A2 inv ag	KKLEB cytotox	LMP1 NFkB inh	TROY signal inh	SRC2 inh	SRC3 inh	TRAIL sens C8	TWEAK Fn14 block	NR2F2 inh	NCOA1 inh	CF NFkB inh
COc1ccc(S(=O)(=O)Nc2ncccc2C)c2ccccc12
→ -3	13	-8	-2	4	-2	2	5	-3	17	-6
C/C(=C\c1ccccc1)CN1CCN(c2ccccc2)CC1
→ 14	4	13	0	-5	10	0	-16	3	1	-4
CCN(c1ccccc1)S(=O)(=O)c1ccc(C(=O)N(C)Cc2cccs2)cc1
→ -16	-7	-5	-13	19	-8	6	-20	8	6	25
COCc1cc(C)nc(SCC[N+](C)(C)CC(=O)Nc2cccc(C(F)(F)F)c2)c1C#N
→ -4	7	-18	2	-28	12	-19	12	-9	5	1
COC(=O)c1ccc(S(=O)(=O)NCc2ccc(S(N)(=O)=O)cc2)o1
→ -2	7	-2	-19	0	38	-8	-9	-13	-4	-2
O=C(c1cc2ccccc2o1)N1CCN(CCOc2ccccc2)CC1
→ -2	-4	1	10	17	3	-1	-1	6	2	14
CCOC(=O)C1(CCOC)CCN(C(=O)Cc2ccsc2)CC1
→ -2	-6	-3	11	16	-19	-6	-5	17	0	9
Cc1ccc2c(c1)N(C(=O)CCC(=O)NCc1ccccn1)CC(C)O2 (stereo unspecified)
→ -21	10	6	14	10	11	9	1	-5	1	-10
Cc1ccc(-c2noc(Cn3nc(C(=O)O)c4ccccc4c3=O)n2)cc1
→ 1	13	-8	10	7	7	-31	-25	8	-6	-15
N#Cc1c(-c2ccc(Cl)cc2)ccnc1N1CCOCC1
→ -68	8	-15	-47	-40	-20	-1	-18	-38	-49	3
O=C(COc1ccc(NC(=O)c2cccs2)cc1)c1ccc(F)cc1
→ 4	-16	-20	-30	-20	-50	0	-16	6	-6	1
Fc1ccccc1Cc1noc(CN(Cc2ccccn2)CC2CCCO2)n1 (stereo unspecified)
→ 4	-4	2	4	9	3	-24	-2	8	4	6
CC(=O)Nc1ccc(C(=O)OCC(=O)Nc2ccc(N3CCOCC3)cc2)cc1
→ -12	3	-7	-11	15	0	-4	3	-15	13	-9
CC(Oc1cc2oc(=O)c3c(c2cc1Cl)CCC3)C(=O)N1C[C@H]2C[C@@H](C1)c1cccc(=O)n1C2 (stereo partly specified)
→ 3	3	5	10	-30	14	-13	-6	-1	4	4
CCOC(=O)[C@]12CCC=C1N(Cc1ccccc1)C(=O)[C@H](CC(=O)NCc1cccs1)C2
→ 13	nt	nt	0	-1	nt	-9	-7	-9	nt	nt
COC(=O)c1ccc(Cn2nnc3ccccc32)cc1
→ -4	-7	2	-8	-39	9	11	-6	-1	-18	9
COc1ccc(NC(=O)C2CCCO2)c(OC)c1 (stereo unspecified)
→ -11	8	1	-6	-10	-8	-18	-6	3	4	-4
CCCCN(C(=O)c1ccc2ccccc2c1)c1c(N)n(CCCC)c(=O)[nH]c1=O
→ 1	-6	-4	-15	-22	2	-7	9	-6	-12	-3
Cc1cccc(OCC(=O)N/N=C\c2cn(C)c3ccccc23)c1
→ 16	10	0	-5	-7	10	7	6	17	-1	4
CO/N=C\CC(=O)Nc1ccc(F)cc1
→ -11	3	5	-4	16	-2	-3	-11	-6	1	8
CC(C)Cc1nnc(NC(=O)CCS(=O)(=O)c2ccc(Cl)cc2)s1
→ -7	-4	16	2	22	-12	-2	4	12	-3	35
CCN(CC)CC(=O)Nc1c2c(nc3ccccc13)N(C)CC2
→ 2	-10	-9	14	14	-11	8	1	3	5	-18
CCN(C(=O)CN1C(=O)NC(c2ccccc2)(c2ccc(C)c(C)c2)C1=O)C1CCCCC1 (stereo unspecified)
→ 13	8	7	8	3	3	-3	4	2	-10	15
Cc1ccccc1C1=NC(C(F)(F)F)(C(F)(F)F)c2c(n(-c3ccc(F)cc3)c(=O)[nH]c2=O)N1
→ 8	14	5	-3	-12	18	-5	3	13	1	10
O=C(NCCc1c[nH]c2ccccc12)/C(=C\c1cccs1)NC(=O)c1ccccc1
→ -15	6	1	9	15	9	-4	2	9	-20	-21
COc1ccc(-c2csc(NC(=O)CC(NC(C)=O)c3ccccc3)n2)cc1OC (stereo unspecified)
→ 2	-9	7	-11	-13	-6	1	-21	12	7	22
COCCNC(=O)Cn1cc2c(n1)CCC(C)C2 (stereo unspecified)
→ -5	4	-7	-7	-15	15	22	-8	7	8	7
Cc1cccnc1CCNC(=O)c1ccc(OC2CCN(Cc3ccccn3)CC2)cc1
→ 1	-1	17	50	32	15	-6	55*	19	-4	-36
Cc1cc(F)ccc1NC(=O)CCc1c(C)nn(-c2ccc(N3CCCCC3)nn2)c1C
→ 3	4	0	-7	39	1	9	20	27	-23	-32
CCc1ccc(Cn2ncc3c(C(=O)O)cc(C)nc32)cc1
→ 3	-8	3	4	14	2	-9	11	-4	10	2

Looked up by compound from the list above, 2 records:
Each structure is followed by: NR5A2 inv ag	KKLEB cytotox	LMP1 NFkB inh	TROY signal inh	SRC2 inh	SRC3 inh	TRAIL sens C8	TWEAK Fn14 block	NR2F2 inh	NCOA1 inh	CF NFkB inh
O=C(NCCc1c[nH]c2ccccc12)/C(=C\c1cccs1)NC(=O)c1ccccc1
→ -15	6	1	9	15	9	-4	2	9	-20	-21
Cc1ccccc1C1=NC(C(F)(F)F)(C(F)(F)F)c2c(n(-c3ccc(F)cc3)c(=O)[nH]c2=O)N1
→ 8	14	5	-3	-12	18	-5	3	13	1	10

Next section.
Each structure is followed by: NR5A2 inv ag	KKLEB cytotox	LMP1 NFkB inh	TROY signal inh	SRC2 inh	SRC3 inh	TRAIL sens C8	TWEAK Fn14 block	NR2F2 inh	NCOA1 inh	CF NFkB inh
CCOC(=O)C1C(=O)NC(c2ccccc2)=NC1c1ccc(Br)cc1 (stereo unspecified)
→ 0	-1	-27	6	12	6	-6	13	-5	-6	-13
CCC(C)Nc1nc2c(c(=O)n(C)c(=O)n2C)n1Cc1cccc(C)c1 (stereo unspecified)
→ -10	9	1	9	12	5	-7	-3	3	8	7
CCN(CC)S(=O)(=O)c1cc(C(=O)c2nccn2C)ccc1Cl
→ 16	-4	-18	-25	-31	13	-6	-8	7	-6	11
Nc1ccc2c(c1)Nc1ccccc1CC2
→ 7	-1	-8	-18	-10	8	-1	-12	19	-24	-16
Cc1cccc(OCC(=O)Nc2ccc(N3CCN(C(=O)c4ccccc4)CC3)cc2)c1
→ 13	10	33	13	4	12	21	5	7	8	20
O=C(c1c(F)cccc1F)N1CCCC1
→ 4	0	-2	-11	-32	-1	4	12	-4	7	6
CCOC(=O)c1c[nH]c(=O)c(Br)c1O
→ -16	2	61*	16	2	-7	-7	11	7	-18	5
CSc1ccccc1NC(=O)C1(C)CCN1C(=O)Cc1ccc(Cl)cc1Cl (stereo unspecified)
→ 24	-6	nt	-5	-24	3	-14	-6	13	-19	-11
COc1ccc2oc(C(=O)OCC(=O)N3CCN(c4ccccc4)CC3)c(C)c2c1
→ -5	-2	-8	3	-16	-6	13	-14	18	2	10
CC1CCCCN1C(=O)CSc1nnc(-c2ccco2)n1C (stereo unspecified)
→ -6	4	-3	-19	4	5	8	36	-18	-22	0
O=C(CN1C(=O)NC2(CCCC2)C1=O)NCc1ccccc1
→ 1	-20	3	-9	-21	-3	10	7	-32	-15	-2
CCOc1ccccc1C(=O)NC(C(=O)N(C)Cc1ccc2c(c1)OCO2)C(C)C (stereo unspecified)
→ -14	-10	-2	3	3	-3	12	-7	2	11	18
O=C(CSc1nncn1-c1ccccc1)NC1CCCCC1
→ -2	7	-4	-36	-10	4	-3	-18	-8	0	14
Cc1cccc(-c2cnc(C(O)Cc3ccccc3)[nH]2)c1 (stereo unspecified)
→ -18	1	nt	-45	-39	-56	-3	-10	-19	-18	-4
CSc1ccc(CC(=O)N2CCC(n3nccc3NC(=O)C3CC3)CC2)cc1
→ -30	12	-16	7	-46	-36	3	-2	-20	-66	-21
O=C(CCNc1cccc(C(F)(F)F)c1)c1ccco1
→ -33	6	1	-14	-4	8	1	1	-3	-8	-3
CN1C(=O)N(CC(=O)N2CCN(S(=O)(=O)Cc3ccccc3)CC2)C(=O)C12CCCCC2
→ -11	10	-1	22	19	-6	9	24	2	3	9
C/C(=N\NC(=O)c1c(Cl)cnn1C)c1cccc(NC(=O)COc2ccccc2)c1
→ -35	2	-11	-54	-31	-28	15	-53	-41	-58	-12
O=C(c1ccco1)N1CCN(C(=O)C2CC(c3ccc(F)cc3)=NO2)CC1 (stereo unspecified)
→ 17	10	-3	-6	0	0	20	1	0	4	-15
O=S(=O)(c1ccc(-c2csc(=Nc3ccccc3)n2CCCN2CCOCC2)cc1)N1CCOCC1
→ 11	-2	1	20	14	-9	-13	11	-7	-16	-16
Cc1nc2nc(NC(=O)c3ccco3)nn2c(C)c1Cl
→ -73	11	-19	-18	-44	-80	-26	-7	-23	-37	-1
CCCC1=Nc2cc(C(=O)NCCN3CCOCC3)ccc2Sc2ccccc21
→ -8	17	1	-1	-2	-7	-7	1	8	-1	11
Cc1cc(C)n(-c2nc3ccccc3c(=O)n2OCc2ccc(Cl)cc2)n1
→ -21	10	-8	-13	7	1	-4	14	10	-27	3
CCOc1ccc(S(=O)(=O)N2CCNC(=O)C2)cc1
→ 22	-1	-2	-10	8	18	-5	6	-2	4	-14
CCO[C@H]1OC(C(=O)O)=C[C@@H](c2ccccc2)[C@@H]1CCCO
→ 7	1	-3	-17	-34	16	-13	-7	8	4	-13
CCOC(=O)c1c(NC(=O)CSc2nc3ccccc3c(=O)n2-c2ccccc2)sc(C(C)=O)c1C
→ -5	-17	4	10	-13	-2	-6	16	9	0	0
CCCCOc1ccc(N2C(N)=NC(N)=NC23CCCCC3)cc1
→ 12	12	10	2	4	12	9	16	4	1	-3
CC(=O)Nc1coc2ccc(Br)cc12
→ 20	-1	19	-4	2	24	-4	15	12	13	5
O=C(c1ccc(Cl)cc1)N1CCCC(c2ccccc2)=N1
→ 23	-2	-3	-8	1	8	5	5	-4	-28	3
COC(=O)c1ccc(Cn2cc(C(F)(F)F)ccc2=O)cc1
→ 3	12	-5	14	2	18	-7	-64	1	-53	9
O=C(NCCc1ccc(C(F)(F)F)cc1)C1CC(=O)N(Cc2ccccc2)C1 (stereo unspecified)
→ 3	22	-9	1	-24	6	-11	3	-1	5	-44
CCOC(=O)c1cnc2nc(SC)nn2c1N
→ -35	15	-13	-3	-30	-2	-2	-5	-8	-18	-13
Cc1ccc(NC(=O)Cn2c(O)c(N=NC(N)=O)c3ccccc32)cc1
→ -1	8	-6	4	-2	11	11	11	-5	-4	-14
CCCOc1ccc(NC(=O)C(=O)NCCCn2ccnc2)cc1
→ 5	6	-9	-3	-6	17	-7	0	-12	-2	-6
O=C(NC1CCCCC1)c1ccc(CS(=O)Cc2ccc(Cl)cc2)o1 (stereo unspecified)
→ -10	-3	1	-14	-2	9	1	3	-1	1	-7
CC(C)OC(=O)C1OC1(C)c1ccccc1 (stereo unspecified)
→ 12	-15	-2	2	8	-2	-5	31	-5	5	13
CC(C)c1ccc(NC(=O)Nc2nc(C(N)CCc3ccccc3)cs2)cc1 (stereo unspecified)
→ -6	-44	nt	8	4	8	95*	-1	10	11	54*
O=C(CSC1=NCCN1)C1COc2ccccc2O1 (stereo unspecified)
→ -3	-1	1	6	28	-9	-14	-20	4	-15	3
